Spn MK inh: blocks S. pneumoniae mevalonate kinase; purified MK, PK/LDH-coupled NADH absorbance 340 nm; inhibition, % at 10 µM; actives 0.48% (n = 65,000);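 active means ranked among the strongest by inhibition in the single 10 µM screen, a fixed top-ranked set picked for dose follow-up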; further: no value below 0 was filed
Bfl-1 displacement: Bfl-1 inhibitors, primary screen, biochemical, fluorescence polarization, FITC-Bid, mouse (AID 432) | FITC-Bid BH3 peptide fluorescence polarization displacement; higher % means a stronger effect | displacement, % at 20 µM, or IC50 in µM where a hit was titrated | actives 0.02% (n = 64,000); in the data active means a potency from the dose series; inactive means the rest, 99 in 100 with displacement below about 15%; further: strong numbers were not always called active
Alkaline phosphatase: human TNAP enzyme inhibitors, biochemical, luminescent (AID 518) | purified TNAP enzyme, luminescent substrate readout; higher % means a stronger effect | inhibition, % at 20 µM, or IC50 in µM where a hit was titrated | actives 0.09% (n = 64,000); in the data active means a potency from the dose series; inactive means the rest, 99 in 100 with inhibition below about 22%;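 further: plate controls were vehicle for no effect and reference inhibitor for full effect; many of its hits are not listed in these tables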
DPM-DC inhibit: inhibitors of Streptococcus pneumoniae diphosphomevalonate decarboxylase; purified DPM-DC, PK/LDH coupled NADH fluorescence; calls only at 10 µM; AID 556; actives 0.49% (n = 65,000);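 active means the 320 compounds with the highest percent inhibition in the single-dose primary screen, excluding strongly autofluorescent ones, cut at about 32% in these data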;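 further: kinetic rate of NADH fluorescence loss reporting ADP formed by the decarboxylase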
HPDE-C7 viability: cytotoxicity in HPDE-C7 cells, cell-based, fluorescence, HTS (AID 430). HPDE-C7 pancreatic duct cells viability, fluorescence; higher % means a stronger effect. cytotoxicity, % at 10 µM; hits with a dose series show EC50 in µM. actives 1.8% (n = 63,000);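 further: cells exposed to compound for 48 hours before viability readout; 0% = vehicle and 100% = reference cytotoxic drug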
HT1080 cytotoxicity: cytotoxicity in HT1080 fibrosarcoma cells, cell-based, fluorescence readout (AID 620); HT1080 viability, fluorescence; higher % means a stronger effect; one-dose cytotoxicity, % at 10 µM; EC50 in µM for titrated hits; actives 0.42% (n = 87,000);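 further: cells exposed to compound overnight then 4 h with Alamar Blue; 0% = vehicle DMSO and 100% = killing control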
LYP inhibition: inhibition of human PTPN22 tyrosine phosphatase – biochemical, DiFMUP fluorescence, recombinant catalytic domain, 10 µM, primary screen (AID 606) | 52,000 tested, under 10 active | one-dose inhibition, % at 10 µM; IC50 in µM for titrated hits | recombinant LYP catalytic domain, DiFMUP fluorescence; higher % means a stronger effect;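 active means IC50 under 40 µM in the dose-response test; inactive means IC50 of 40 µM or more, or never dose-tested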
KRASV12 cytotoxicity: cytotoxicity in KRAS-transformed pancreatic duct cells, primary screen, cell-based, fluorescence, HTS (AID 431). HPDE-C7K KRASV12 cells, Alamar Blue viability, 48 h; higher % means a stronger effect. actives 1.7% (n = 63,000). cytotoxicity, % at 10 µM; hits with a dose series show EC50 in µM;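 active means compounds whose percent cytotoxicity in the single-dose primary screen, scaled between solvent and toxic-drug controls, exceeds 50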;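 further: 0% = DMSO solvent wells and 100% = doxorubicin-treated wells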
PMK inhibit: blocks S. pneumoniae phosphomevalonate kinase | purified PMK, PK/LDH-coupled NADH absorbance 340 nm | inhibition, % at 10 µM | actives 0.49% (n = 65,000);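 active means top-ranked compounds by inhibition in the single 10 µM screen, taking a fixed number of the strongest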;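 further: 0% = full reaction with DMSO carrier and 100% = background rate without enzyme reaction; no value below 0 was filed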
PMK inhibit pilot replicates: second read-out of PMK inhibit, no call of its own (marks repeat the call); inhibition, %; measured here: pilot screen replicates
Spn MK inh pilot replicates: recorded beside Spn MK inh, whose call it bears; inhibition, %; measured here: pilot screen replicates
DPM-DC inhibit pilot screen %: further read-out of DPM-DC inhibit, marked with its call; inhibition, %; measured here: pilot screen trials
The depositor's hits bear a star; i = inactive; nt = not tested or not shown. Unless noted, no stated cut-off is given here; in the data, active means cytotoxicity above about 50%; inactive means the rest.

The opening 2 compounds, ahead of the listing:
SMILES | Spn MK inh | Bfl-1 displacement | Alkaline phosphatase | DPM-DC inhibit | HPDE-C7 viability | HT1080 cytotoxicity | LYP inhibition | KRASV12 cytotoxicity | PMK inhibit | others
CSCCC(NC(C)=O)C(=O)Oc1ccc2c3c(c(=O)oc2c1)CCCC3 (stereo not given) | 0 | 1% | 0% | nt | 24% | -7% | 2% | 29% | 0
O=C(O)C1C2CCC(O2)C1C(=O)NCc1ccncc1 (stereo not given) | 11 | -2% | 1% | i | -19% | -1% | 20% | -9% | 14

All compounds of this part (from the top)
SMILES | Spn MK inh | Bfl-1 displacement | Alkaline phosphatase | DPM-DC inhibit | HPDE-C7 viability | HT1080 cytotoxicity | LYP inhibition | KRASV12 cytotoxicity | PMK inhibit | others
CSCCC(NC(C)=O)C(=O)Oc1ccc2c3c(c(=O)oc2c1)CCCC3 (stereo not given) | 0 | 1% | 0% | nt | 24% | -7% | 2% | 29% | 0
O=C(O)C1C2CCC(O2)C1C(=O)NCc1ccncc1 (stereo not given) | 11 | -2% | 1% | i | -19% | -1% | 20% | -9% | 14
CC(=O)c1ccc(NC(=O)CSc2nnc(Cn3c(=O)sc4ccccc43)n2C)cc1 | 3 | 8% | 7% | i | 0% | -5% | 10% | -1% | 9
O=C(COc1cccc2ccccc12)N1CCN(c2ccccc2)CC1 | 0 | -4% | 10% | i | -2% | nt | -3% | -4% | 19
Cc1nnc(NC(=O)C2CCCN(c3ncccn3)C2)s1 (stereo not given) | 9 | 0% | 6% | i | -13% | 33% | nt | 4% | 13
CCOc1ccc(N(CC(=O)O)S(=O)(=O)c2cccnc2)cc1 | 0 | -2% | -1% | i | 4% | -4% | 21% | 5% | 2
CCCCn1c(=O)n(CC(O)c2ccccc2)c(=O)c2c1ncn2C1CCCC1 (stereo not given) | 3 | -2% | 0% | i | -9% | 0% | nt | -16% | 14
O=C(CCOc1ccccc1)NCC(c1ccco1)N1CCCCC1 (stereo not given) | 1 | 2% | 1% | i | -8% | -5% | 10% | -4% | 17
O=C(Nc1nc(-c2cccs2)cs1)c1ccc(S(=O)(=O)N2CCCCC2)cc1 | 7 | -3% | 18% | i | -6% | -3% | 9% | 2% | 0
COc1ccc(-c2oc3ncn4nc(Cc5ccccc5)nc4c3c2-c2ccc(OC)cc2)cc1 | 2 | -1% | 14% | nt | 62%* | 17% | 4% | 57%* | 0
c1ccc(CCn2nnnc2CN2CCN(C3CCCC3)CC2)cc1 | 2 | 1% | 2% | i | 0% | -11% | 7% | 10% | 0 | PMK inhibit pilot replicates=0.5;Spn MK inh pilot replicates=6.5;DPM-DC inhibit pilot screen %=4.0
CC(=O)c1cccc(NC(=O)C2C3C=CC(C4CC34)C2C(=O)O)c1 (stereo not given) | 7 | -6% | 2% | i | -8% | 5% | 6% | -12% | 9
COc1ccc(NC(=O)C2CCCCN2S(=O)(=O)c2ccc(F)cc2)c(OC)c1 (stereo not given) | 4 | -6% | 6% | i | nt | 0% | -2% | nt | 0
CC1CCCN(Cc2nc3c(c(=O)n(C)c(=O)n3C)n2CCc2ccccc2)C1 (stereo not given) | 9 | nt | nt | i | nt | 0% | -4% | nt | 3
O=C(NCCc1ccncc1)C(F)(F)F | 5 | -6% | 5% | i | 5% | -2% | 2% | 12% | 0
COc1cc(NC(=O)CSc2nc(C)cs2)cc(OC)c1 | 0 | -5% | 7% | i | 4% | 2% | nt | 4% | 11
C=CS(=O)(=O)c1ccc(Oc2ccc(S(=O)(=O)C=C)cc2)cc1 | 10 | 23% | 5% | i | 94%* | 76%* | -8% | 95%* | 7 | PMK inhibit pilot replicates=3.0;Spn MK inh pilot replicates=4.0;DPM-DC inhibit pilot screen %=1.5
CCn1c(SCC(=O)Nc2ccccc2C(=O)OC)nc2c1c(=O)n(C)c(=O)n2C | 2 | -5% | 2% | i | 2% | -6% | 8% | -1% | 8
COc1ccc(/C=N/n2c(N)nc3ccccc32)cc1OC | 8 | -5% | -4% | i | -10% | -15% | 2% | -9% | 8
CCN1CC2=C(OC(N)=C(C#N)C2c2ccccc2)/C(=C\c2ccccc2)C1 (stereo not given) | 2 | 3% | 14% | i | 16% | 9% | -7% | 23% | 6
CCN(CC)CCn1nc(C)nc1-c1ccccc1O | 4 | -5% | 5% | i | 6% | 0% | 7% | -4% | 9
CC(=O)Nc1cccc(NC(=O)CCn2c(=O)sc3ccccc32)c1 | 6 | -1% | 6% | i | -2% | 5% | 19% | -3% | 5
Cc1ccc(S(=O)(=O)N2CCC(C(=O)N3CCC(C(=O)NCC4CCCO4)CC3)CC2)cc1 (stereo not given) | 1 | -5% | 4% | i | 2% | 3% | nt | 8% | 21
O=C(NCCSc1c[nH]c2ccccc12)c1ccc(Br)o1 | 0 | -14% | 26% | i | 22% | 1% | 6% | 19% | 8 | PMK inhibit pilot replicates=3.0;Spn MK inh pilot replicates=0.5;DPM-DC inhibit pilot screen %=1.5
COc1ccc(/C(O)=C(\C#N)c2nc3ccccc3n2C)cc1OC | 0 | -3% | 18% | i | -6% | nt | nt | -8% | 10
Cc1cccc(-n2c(Cc3cc(=O)[nH]c(=O)[nH]3)nnc2SCC(=O)NCc2ccco2)c1 | 4 | 2% | 3% | i | -4% | 4% | -12% | -4% | 16 | PMK inhibit pilot replicates=1.0;Spn MK inh pilot replicates=0.0;DPM-DC inhibit pilot screen %=0.0
CCCCOc1c(Cl)cc(CNC(C)(C)CO)cc1OCC | 9 | -7% | 10% | i | 0% | -1% | 6% | 8% | 11
CCc1cc2c(=O)c(-c3nc4ccccc4n3C)c(C)oc2c(CN2CCN(CCO)CC2)c1O | 6 | -4% | 3% | nt | 2% | -6% | nt | 2% | 0
CN(Cc1ccccc1)C(=O)c1cc(-c2ccc(Br)cc2)on1 | 0 | 1% | 16% | i | 3% | 4% | 0% | 0% | 13 | PMK inhibit pilot replicates=0.5;Spn MK inh pilot replicates=2.0;DPM-DC inhibit pilot screen %=4.0
CCCN1Cc2cccc(C(=O)NCc3ccccc3)c2C1=O | 0 | 0% | 10% | i | -10% | -2% | -12% | 2% | 9
CCc1noc(C)c1C(=O)N1CCCC1 | 5 | -7% | 13% | i | -20% | 7% | 1% | -12% | 5
CCOC(=O)N1CCN(c2c(NCCCN(CC)Cc3ccccc3)c(=O)c2=O)CC1 | 9 | 1% | -3% | i | -8% | 9% | 3% | 2% | 13
NC(=O)C1(N2CCCCC2)CCN(C(=O)CSc2nc3ccccc3s2)CC1 | 9 | 3% | 2% | i | 1% | -2% | 2% | -9% | 0
C=CCSc1nnc2n(CCc3ccccc3)c(=O)c3c4c(sc3n12)COC(C)(C)C4 | 1 | 1% | 15% | i | -12% | 2% | nt | -2% | 11 | PMK inhibit pilot replicates=0.0;Spn MK inh pilot replicates=0.5;DPM-DC inhibit pilot screen %=0.0
CCCc1c(C)c2cccc(C)c2[nH]c1=O | 10 | -7% | 8% | i | 13% | -2% | nt | 2% | 3
Cc1cccc(NC(=O)c2cnc3ccccn3c2=O)c1 | 2 | 0% | 8% | i | 1% | -5% | -2% | 6% | 10
COc1cccc(S(=O)(=O)Nc2ccc(C(=O)NCc3ccco3)cc2)c1 | 7 | 5% | 9% | i | -27% | -3% | 0% | -28% | 5
COc1cccc(C(=O)Cn2c(=N)n(C)c3ccccc32)c1 | 11 | -5% | 10% | i | 8% | 18% | 0% | 10% | 20
Cc1ccc(S(=O)(=O)N2CCCC2)cc1S(=O)(=O)N1CCCC1 | 1 | -8% | 12% | i | 4% | -11% | 16% | 3% | 5 | PMK inhibit pilot replicates=4.0;Spn MK inh pilot replicates=0.0;DPM-DC inhibit pilot screen %=0.0
N#CC1=C(N)NC(SCc2ccc(Cl)cc2)=C(C#N)C12CCCCC2 | 6 | -1% | 18% | i | 8.8µM* | 6% | 0% | 6.4µM* | 0

Part of the list above in order of molar mass, descending.
SMILES | Spn MK inh | Bfl-1 displacement | Alkaline phosphatase | DPM-DC inhibit | HPDE-C7 viability | HT1080 cytotoxicity | LYP inhibition | KRASV12 cytotoxicity | PMK inhibit | others
CCn1c(SCC(=O)Nc2ccccc2C(=O)OC)nc2c1c(=O)n(C)c(=O)n2C | 2 | -5% | 2% | i | 2% | -6% | 8% | -1% | 8
CCOC(=O)N1CCN(c2c(NCCCN(CC)Cc3ccccc3)c(=O)c2=O)CC1 | 9 | 1% | -3% | i | -8% | 9% | 3% | 2% | 13
COc1ccc(NC(=O)C2CCCCN2S(=O)(=O)c2ccc(F)cc2)c(OC)c1 (stereo not given) | 4 | -6% | 6% | i | nt | 0% | -2% | nt | 0
CSCCC(NC(C)=O)C(=O)Oc1ccc2c3c(c(=O)oc2c1)CCCC3 (stereo not given) | 0 | 1% | 0% | nt | 24% | -7% | 2% | 29% | 0
N#CC1=C(N)NC(SCc2ccc(Cl)cc2)=C(C#N)C12CCCCC2 | 6 | -1% | 18% | i | 8.8µM* | 6% | 0% | 6.4µM* | 0
c1ccc(CCn2nnnc2CN2CCN(C3CCCC3)CC2)cc1 | 2 | 1% | 2% | i | 0% | -11% | 7% | 10% | 0 | PMK inhibit pilot replicates=0.5;Spn MK inh pilot replicates=6.5;DPM-DC inhibit pilot screen %=4.0
CCCN1Cc2cccc(C(=O)NCc3ccccc3)c2C1=O | 0 | 0% | 10% | i | -10% | -2% | -12% | 2% | 9
Cc1nnc(NC(=O)C2CCCN(c3ncccn3)C2)s1 (stereo not given) | 9 | 0% | 6% | i | -13% | 33% | nt | 4% | 13
CCCc1c(C)c2cccc(C)c2[nH]c1=O | 10 | -7% | 8% | i | 13% | -2% | nt | 2% | 3

Next section:
SMILES | Spn MK inh | Bfl-1 displacement | Alkaline phosphatase | DPM-DC inhibit | HPDE-C7 viability | HT1080 cytotoxicity | LYP inhibition | KRASV12 cytotoxicity | PMK inhibit | others
Cc1nc(N2CCOCC2)c(C#N)c2c1COC(C)(C)C2 | 0 | -2% | 6% | nt | -12% | -9% | 7% | -12% | 0
CCn1c(C)nc2cc(S(=O)(=O)N3CCCCC3)ccc21 | 1 | -1% | 7% | i | -8% | -5% | 9% | -10% | 3
Cc1ccc2cc(C(c3nnnn3C3CCCC3)N3CCOCC3)c(=O)[nH]c2c1C (stereo not given) | 11 | -8% | 6% | i | -3% | 4% | nt | 1% | 15
CC(c1ccc(Br)cc1)N1CC23C=CC(O2)C(C(=O)O)C3C1=O (stereo not given) | 3 | 11% | 5% | i | -2% | -5% | -4% | 4% | 0
CN1CCN(S(=O)(=O)c2ccc(N(C)Cc3cccs3)nc2)CC1 | 1 | -3% | 4% | i | -8% | 3% | 12% | -4% | 18
COC(=O)c1ccc(CSc2ccc3nnc(-c4cccc(F)c4)n3n2)o1 | 6 | 0% | 6% | i | 3% | 2% | nt | -3% | 15
CC(NC(=O)c1ccc(CS(=O)(=O)Cc2ccccc2F)o1)c1ccc2c(c1)OCCO2 (stereo not given) | 0 | -10% | 11% | i | -11% | 0% | 16% | -10% | 13
CCOC(=O)c1snc2c(=O)[nH]cnc12 | 4 | -2% | 12% | nt | -9% | -1% | nt | -8% | 10
